Assay outcomes: PubChem BioAssay, Broad Institute
E-selectin induc: E-selectin induction on HUVECs. HUVEC E-selectin immunofluorescence imaging; normalized: neutral wells 0, TNF-alpha wells 100. activation, % at 7.58 µM. hit rate 0.37% among 260,000. AID 686992;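 active means mean E-selectin-positive cell signal at least 10% of the positive control, reached in at least 60% of replicates, without over 20% cell loss; inconclusive means no rule given, readout overlaps actives, possibly toxicity-flagged; inactive means the rest, including those meeting only one limit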;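 further: in these data hits start at about 27%; measured in HUVEC primary endothelial cells; signal is the percent of cells scored E-selectin positive by PE staining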
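assay system = HUVEC, human umbilical vein endothelial cells | input = 3,000 HUVEC seeded per well | medium = EGM-2 growth medium on 0.1% gelatin-coated wells | dosing = one compound dose added by pin transfer | signal = immunofluorescence imaging | read-out basis = % PE-positive cells | control set = TNF-alpha, DMSO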
esBAF inh: SWI/SNF esBAF complex inhibition; hit rate 2% among 350,000; reporter increase, % at 12.5 µM; mouse ES cells, Bmi1-luciferase knock-in reporter, 24 h; 100% = twice the neutral-well signal; in the data active means activation above about 40%; inconclusive means no clear call, values can overlap the other calls;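 further: 0% = median of the plate's neutral control wells and 100% = double that signal; a rise in the Bmi1 reporter signal indicates esBAF inhibition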
ARNT TACC3 PPI: disrupts binding between human ARNT and TACC3; AlphaScreen His-ARNT PAS-B/GST-TACC3 binding, luminescence; TACC3 fragment carries E629A point mutation; hit rate 0.66% among 390,000; AID 623870; inhibition, % at 9.99 µM;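 active means mean inhibition of replicates at least 50% and at least half of replicates each reaching 50%; inconclusive means half or more replicates reach 50% but mean below 50%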;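 further: 0% = complete ARNT plus TACC3 wells and 100% = ARNT alone without TACC3; many hits fall short of the cut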
RAD54 branch: RAD54 (human) branch migration inhibition; Q92698; RAD54 Holliday junction branch migration, FAM/BHQ fluorescence; inhibition, % at 10.4 µM; hit rate 0.14% among 360,000; AID 602329;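 active means mean normalized replicate activity at least 40 and at least half of replicates scoring 40 or more; inconclusive means only one of the two criteria met; inactive means mean below 40 and under half of replicates reaching 40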;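 further: 0% = median of neutral control wells and 100% = median of positive control wells; inhibitors cause a drop in the FAM fluorescence signal; in these data hits start at about 50%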
RAD52 anneal inh: RAD52 (human) annealing inhibition | inhibition, % at 18.7 µM | recombinant RAD52 DNA annealing, FRET fluorescence | AID 651710 | P43351 | hit rate 0.46% among 360,000;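 active means every replicate showing at least 50% inhibition; inconclusive means mean inhibition at least 50% but not in every replicate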
Target sequence (P43351 whole entry, looked up): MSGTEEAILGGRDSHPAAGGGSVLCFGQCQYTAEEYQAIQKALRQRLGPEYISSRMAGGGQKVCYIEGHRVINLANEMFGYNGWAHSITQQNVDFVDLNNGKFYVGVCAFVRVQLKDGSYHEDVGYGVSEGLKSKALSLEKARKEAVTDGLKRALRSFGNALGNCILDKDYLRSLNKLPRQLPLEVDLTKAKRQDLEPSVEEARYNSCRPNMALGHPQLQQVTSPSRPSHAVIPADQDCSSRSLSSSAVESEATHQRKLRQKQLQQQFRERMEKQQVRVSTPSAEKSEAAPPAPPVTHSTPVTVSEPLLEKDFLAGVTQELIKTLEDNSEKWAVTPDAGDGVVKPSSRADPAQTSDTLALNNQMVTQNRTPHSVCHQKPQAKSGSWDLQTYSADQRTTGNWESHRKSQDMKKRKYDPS
Casp6 inh: inhibitors of human caspase-6 | P55212 | purified caspase-6, Z-VEID-R110 cleavage fluorescence | inhibition, % at 12.5 µM | hit rate 0.53% among 350,000 | AID 686996;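 active means mean inhibition across replicates at least about 35%, with every replicate also reaching that limit, limit read from the data; inconclusive means only one of the two criteria met; inactive means neither criterion met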;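 further: 0% = median of neutral control wells and 100% = no fluorescence left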
Target sequence (P55212 24-179 limits assumed): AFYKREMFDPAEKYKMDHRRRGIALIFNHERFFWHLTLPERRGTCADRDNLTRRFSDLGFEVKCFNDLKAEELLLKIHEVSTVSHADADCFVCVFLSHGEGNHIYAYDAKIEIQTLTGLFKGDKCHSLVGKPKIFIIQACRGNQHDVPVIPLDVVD
Target sequence (P55212 194-293 limits assumed): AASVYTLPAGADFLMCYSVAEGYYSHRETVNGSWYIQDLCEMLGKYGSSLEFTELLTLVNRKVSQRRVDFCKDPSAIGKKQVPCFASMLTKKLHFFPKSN
ERp5 block: ERp5 (human) disulfide isomerase inhibition. Q15084. ERp5 insulin aggregation, absorbance 650 nm, 90 min. inhibition, % at 9.99 µM. hit rate 0.05% among 350,000. AID 651711;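 active means mean replicate inhibition above about 25%, with every replicate also reaching it, limit read from the data, passing the limit was not always enough; inconclusive means only one of those two criteria met; inactive means neither criterion met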
PglD inh: PglD (C. jejuni) enzyme inhibition; purified PglD enzyme, DTNB colorimetric CoA detection; inhibition, % at 12.5 µM; hit rate 0.098% among 360,000; AID 602405; in the data active means inhibition above about 16%, passing the limit was not always enough; inconclusive means no clear call, values can overlap the other calls; further: strong numbers were not always called active
Active calls of the source: *; u = inconclusive; x = not tested or not shown; & = joins results of further samples; ! = not confirmed by another sample.

SMILES	E-selectin induc	esBAF inh	ARNT TACC3 PPI	RAD54 branch	RAD52 anneal inh	Casp6 inh	ERp5 block	PglD inh
CCCC(=O)Nc1ccc2c(c1)OC[C@@H](C)N(C(=O)c1cnccn1)C[C@H](C)[C@@H](OC)CN(C)C2=O	1.5	-8	-9	-2	6	-2	0	-1
COc1ccc(NC(=O)CCC(=O)c2cccs2)c(OC)c1	x	14	-14	-4	x	x	x	-1
COc1ccc(NC(=O)[C@@]2(CC(=O)O)CC(/C=C/c3ccccc3)=NO2)cc1	23	-1	0	-16	-28	4	1	5
CCOc1ccc(S(=O)(=O)N2CCC(C(=O)OCc3cccc(OC)c3OC)CC2)cc1	-0.3	-6	4	-12	-1	-2	8	-4
CCN1CCN(c2ccc(S(=O)(=O)N3CCCCC3)cc2NC(=O)c2ccc([N+](=O)[O-])o2)CC1	0.1	-33	-2	-2	-1	-6	0	-1
COC(=O)c1sc(NC(=O)c2ccc3c(c2)OCO3)c(C#N)c1C	-0.9	-3	-3	-3	-16	10	-14	2
Cc1nnc(SCC(=O)NNC(=O)COc2ccc(Cl)cc2)n1C	x	0	x	-7	-1	4	1	4
COc1ccc(-c2cccc(C3CC=CC4C3C(=O)N(Cc3ccccc3)C4c3ccc4ccccc4c3)c2)cc1 (centres undefined)	-0.8	18	-3	-13	-2	x	1	-6
Cc1ccc(SCC(=O)NCCc2ccccc2)cc1	1.6	13	-7	2	-13	2	-1	2
CCC(=O)Nc1nnc(SCC(=O)NCc2ccc3c(c2)OCO3)s1	0.1	5	2	2	12	-5	-9	-1
O=C(Nc1ccc(F)cc1)N1C[C@@H]2N[C@H](C1)C2c1ccc(-c2ccccc2F)cc1 (some centres undefined)	0.1&-0.4	x	x	x	55*!	0&-1	-11&-3	x
CC(C)Cn1c(/C=C/c2ccco2)nc2ccccc21	-0.2	x	20	x	-33	6	1	x
Cc1nnsc1C(=O)N1CCCC(Nc2ccc(C(C)C)cc2)C1 (centres undefined)	9.8	-2	-3	2	-1	-2	12	-6
CC1(c2ccc3c(c2)OCO3)NC(=O)N(CC(=O)Nc2ccc(N3CCOCC3)cc2)C1=O (centres undefined)	-0.2	2	2	-3	x	x	x	-4
CCN1CCN(c2nc3ccccc3nc2C(C#N)C(=O)OC2CCCCC2)CC1 (centres undefined)	x	8	14	18	x	x	x	1
COCCNC(=O)c1ccc(Cn2c(=S)[nH]c3cc4c(cc3c2=O)OCO4)cc1	x	13	-3	7	x	x	x	-4
COCCCNC(=S)N(CCO)Cc1cc2cc3c(cc2[nH]c1=O)OCO3	0.0	-2	4	3	-6	1	-5	3
C=CCn1c(C)cc(C(=O)CSc2nnc(Cc3ccccc3)o2)c1C	x	12	0	-3	x	x	x	-2
COc1ccccc1NC(=O)CCCCCN1C(=O)c2cccc3cccc(c23)C1=O	2.4	2	-1	-7	10	0	4	2
CCc1ccc(NC(=O)Cn2ncn3c(cc4ccccc43)c2=O)cc1	x	-7	-21	1	-22	1	2	1
COc1ccc(CNC(=O)c2csc3c2CCCC3)cc1	0.4	5	x	4	-4	3	-5	1
COCCn1cnnc1SCC(=O)Nc1ccccc1C(=O)Nc1ccc2c(c1)OCO2	x	38	-3	0	x	x	x	-4
CC1(C)C2CCC1(CS(=O)(=O)Nc1ccccc1)C(=O)C2 (centres undefined)	11	-3	-2	x	-13	-3	-2	x
CS(=O)(=O)N1CCCC(C(=O)NCc2ccccn2)C1 (centres undefined)	x	-4	23	9	1	x	0	3
C[C@@H]1CN([C@H](C)CO)C(=O)c2cc(N(C)C)ccc2O[C@H]1CN(C)S(=O)(=O)c1cccs1	0.0	0	1	2	0	0	2	0

Whole records, looked up by structure. Values in the order: E-selectin induc	esBAF inh	ARNT TACC3 PPI	RAD54 branch	RAD52 anneal inh	Casp6 inh	ERp5 block	PglD inh
Listed for COCCCNC(=S)N(CCO)Cc1cc2cc3c(cc2[nH]c1=O)OCO3 = 0.0	-2	4	3	-6	1	-5	3
Listed for COCCn1cnnc1SCC(=O)Nc1ccccc1C(=O)Nc1ccc2c(c1)OCO2 = x	38	-3	0	x	x	x	-4
Listed for COCCNC(=O)c1ccc(Cn2c(=S)[nH]c3cc4c(cc3c2=O)OCO4)cc1 = x	13	-3	7	x	x	x	-4
Listed for CCC(=O)Nc1nnc(SCC(=O)NCc2ccc3c(c2)OCO3)s1 = 0.1	5	2	2	12	-5	-9	-1
Listed for CC1(C)C2CCC1(CS(=O)(=O)Nc1ccccc1)C(=O)C2 (centres undefined) = 11	-3	-2	x	-13	-3	-2	x

New compounds follow
SMILES	E-selectin induc	esBAF inh	ARNT TACC3 PPI	RAD54 branch	RAD52 anneal inh	Casp6 inh	ERp5 block	PglD inh
O=c1nc2n(c3ccc(Br)cc13)CCS2	x	0	1	-4	x	x	x	1
CCCCC(=O)OCC(=O)c1cc(C)n(-c2c(C)n(C)n(-c3ccccc3)c2=O)c1C	x	x	-31	x	0	-2	-8	x
CCC(=NC(C)c1ccccc1)c1c(O)n(C)c(=O)n(C)c1=O (centres undefined)	x	-18	-2	6	x	x	x	-3
C[C@@H]1CN([C@H](C)CO)C(=O)c2cccc(NC(=O)C3CC3)c2O[C@@H]1CN(C)C(=O)Nc1ccccc1	-0.3	10	-21	1	2	-1	-2	-1
CCOC(=O)c1cnc(SC)nc1Oc1cccc(NS(=O)(=O)c2ccc(F)cc2)c1	x	-14	6	3	x	x	x	1
Cc1cccc(NC(=O)C(=O)NCC2CCCN2S(=O)(=O)c2ccccc2)c1 (centres undefined)	0.6	11	3	0	-12	-2	13	1
COc1cc(/C=C(\C#N)C(=O)NCCc2ccccc2)cc(OC)c1O	5.2	x	-3	x	-453	-2	-6	x
COc1ccccc1-c1cc(NC(C)=O)c2ncc(-c3ccc(F)cc3)n2c1	-0.2	3	x	-9	-6	4	1	0
CC(C)NS(=O)(=O)c1ccc(N2C(=O)c3ccccc3C2=O)cc1	x	-2	-12	-10	-10	0	9	0
COc1ccc(Cc2cc(-c3ccc(F)cc3)n[nH]c2=O)cc1	x	x	-9	4	-46	-2	0	-3
O=S(=O)(c1ccc2c(c1)CCC2)N1CCNCC1	-0.2	-3	-6	-2	-19	2	7	1
Cc1cccc2nc(-c3cccnc3)c(NCCC(C)C)n12	-0.2	x	8	x	-13	0	1	x
CN1C[C@H]2[C@@H](c3ccccc31)[C@H](CO)N2C(=O)Nc1ccccc1Cl	-0.3	11	-10	2	-9	-1	0	0
Cc1ccc2c(C(=O)CNc3nncs3)c(C)[nH]c2c1	0.2	x	-1	x	2	2	-1	x
CCOC(=O)C(C)Sc1nnc(Cn2c(=O)sc3ccccc32)n1-c1ccccc1 (centres undefined)	x	-1	-3	3	-7	-5	1	3
CC1=NN(c2ccccc2)C(=O)C1(C)C	x	-2	3	4	x	x	x	-3
CCOc1ccc(NC(C)=O)cc1[N+](=O)[O-]	x	x	-6	x	-9	4	4	x
COc1ccc(C(C(=O)Nc2c(C)cccc2C)n2c(=O)c(-c3ccccc3)nc3ccccc32)cc1 (centres undefined)	1.1	x	x	x	-1	-3	8	x
CC(OC(=O)Cc1ccccc1F)C(=O)Nc1ccc(Cl)cn1 (centres undefined)	0.0	x	x	x	-15	0	-1	x
Cc1noc(C)c1S(=O)(=O)N(C)C[C@H]1Oc2ccc(NC(=O)Cc3cn(C)c4ccccc34)cc2CC(=O)N([C@H](C)CO)C[C@@H]1C	-6.2	5	6	-3	21	1	-6	15
COc1ccc(/C=C/c2c([N+](=O)[O-])c(=O)n(C)c(=O)n2C)cc1O	x	19	0	-4	-5	6	0	-3
O=C(CSc1nccn1-c1ccccc1)Nc1ccc2c(c1)OCO2	x	31	19	-5	x	x	x	-1
Cc1ccccc1C(=O)Nc1nc(SCc2ccc(Cl)cc2)n[nH]1	0.6	16	-3	2	-5	1	1	8
COCC(=O)Nc1nnc(SCC(=O)N2C(C)CCCC2C)s1 (centres undefined)	0.0	-2	-2	-14	10	-2	1	4
CC(C)COC(=O)N(C)C[C@H]1OCc2cn(nn2)CCCC(=O)N([C@H](C)CO)C[C@@H]1C	0.0	7&-2	5	10	-8&14	4&0	-1&2	2

(further entries)
SMILES	E-selectin induc	esBAF inh	ARNT TACC3 PPI	RAD54 branch	RAD52 anneal inh	Casp6 inh	ERp5 block	PglD inh
COc1ccccc1N(CC(=O)NCCc1ccccc1)C(=O)CCC(=O)Nc1ccccn1	x	-8	7	-11	-15	1	4	4
CO[C@H](CN(C)C(=O)c1cc(Cl)cc(Cl)c1)[C@H](C)CN(C(=O)Nc1ccc(F)cc1)[C@H](C)CO	-0.1	-4	1	4	-2	-1	1	2
CCN(C(=O)CSc1cc(-c2ccccc2)c2ccc(OC)cc2n1)C1CCS(=O)(=O)C1 (centres undefined)	0.4	x	-3	x	-48	20	1	x
O=C(NC1CC1)[C@@H]1CSC2c3ccccc3C(=O)N21 (some centres undefined)	-0.1	1	7	-9	-21	-1	-3	-1
C[C@H](CO)N1C[C@H](C)[C@@H](CN(C)C(=O)Nc2cccc3ccccc23)Oc2ccc(NC(=O)NC3CCCCC3)cc2CC1=O	-0.2	-3	0	1	16	5	-1	-8
COc1ccccc1C(=O)Nc1cccc(S(=O)(=O)N2CCCC2)c1	0.8	1	-26	4	-5	2	2	-5
O=C(C[C@@H]1CC[C@@H]2[C@H](COC[C@@H](O)CN2Cc2cc(F)ccc2F)O1)N1CCc2ccccc2C1	-0.1	23	7	5	6	2	-1	4
CCCCCOC(=O)Nc1nnc(CCC)s1	x	2	-6	1	-3	1	1	-6
CCOC(=O)Cn1c(=O)n(C2CCCC2)c(=O)c2ccccc21	x	-1	-4	-2	x	x	x	3
COc1ccc(NC(=O)C2CCC(N3C(=O)C4CCCCC4C3=O)CC2)cc1 (centres undefined)	0.1	7	3	3	-12	0	2	1
CN(C)CCNc1nc(Oc2cccc(F)c2)c2sccc2n1	-0.2	-4	x	-3	58*	-33	2	-1
CCC(CO)Nc1ccc(-c2nn(C)c(=O)c3ccccc23)cc1[N+](=O)[O-] (centres undefined)	x	x	-14	x	0	1	-2	x
CN(C)CCCN(C(=O)c1ccc(S(=O)(=O)N(C)Cc2ccccc2)cc1)c1nc2cc3c(cc2s1)OCO3	x	x	-3	3	-5	-7	-19	2
CC(=O)N1[C@H](CO)[C@@H](c2ccccc2)[C@@H]1CN(C(=O)c1ccccc1)C(C)C	0.7	-4	-8	-5	x	x	x	-3
CC(OC(=O)C1CC(=O)N(Cc2ccco2)C1)C(=O)Nc1cccc(C#N)c1 (centres undefined)	0.0	-4	-6	-11	-8	-1	11	-2
COc1ccccc1C(=O)NC(=O)COC(=O)c1cccc(OC(F)F)c1	1.0	-2	0	-7	-7	1	1	-4
CC1CN/C(=C\C(=O)c2ccccc2)C(=O)N1 (centres undefined)	x	12	9	-14	x	x	x	-10
CCc1cnc(N2[C@H](CO)[C@@H](c3ccc(C#CCC4CCCC4)cc3)[C@@H]2C#N)s1	-0.7	8	x	x	-12	x	4	x
Cc1c(O)c(=O)ccn1C	x	2	-2	-2	x	x	x	-1
CC(C)NC(=O)N(C)C[C@@H]1Oc2ccc(NC(=O)CCCN(C)C)cc2C(=O)N([C@H](C)CO)C[C@H]1C	u	-4	2	2	-14	-1	3	0
Cc1nonc1C(=O)N1CCCC(Nc2ccc(C(C)C)cc2)C1 (centres undefined)	x	-1	6	-11	-5	-3	-4	4
COc1ccc(CNc2oc(COc3ccccc3)nc2C#N)cc1	x	12	28	-3	x	x	x	4
Cn1c(=O)c2c(ncn2CCNC2=NCCCCC2)n(C)c1=O	4.3	x	30	x	-14	-13	-4	x
O=C(CN1CCN(Cc2ccccc2)CC1)Nc1ccc2c(c1)CCC2	0.1	x	-26	x	-1	1	8	x
